Screening data from PubChem.
TMEM16A inh: inhibitors of mouse TMEM16A calcium-activated chloride channel; normalized B-score (activity score, 25-100; higher = stronger inhibition) at 10 µM; AID 588511; 1.2% of 310,000 active; Q8BHY3; HEK293 TMEM16A/YFP iodide influx fluorescence, ionomycin;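 active = ratio plate-corrected score three or more library SD toward inhibition, starting fluorescence score within five deviations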;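 also: score derived from kinetic fluorescence span divided by baseline fluorescence per well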
Target sequence (Q8BHY3 whole entry, looked up): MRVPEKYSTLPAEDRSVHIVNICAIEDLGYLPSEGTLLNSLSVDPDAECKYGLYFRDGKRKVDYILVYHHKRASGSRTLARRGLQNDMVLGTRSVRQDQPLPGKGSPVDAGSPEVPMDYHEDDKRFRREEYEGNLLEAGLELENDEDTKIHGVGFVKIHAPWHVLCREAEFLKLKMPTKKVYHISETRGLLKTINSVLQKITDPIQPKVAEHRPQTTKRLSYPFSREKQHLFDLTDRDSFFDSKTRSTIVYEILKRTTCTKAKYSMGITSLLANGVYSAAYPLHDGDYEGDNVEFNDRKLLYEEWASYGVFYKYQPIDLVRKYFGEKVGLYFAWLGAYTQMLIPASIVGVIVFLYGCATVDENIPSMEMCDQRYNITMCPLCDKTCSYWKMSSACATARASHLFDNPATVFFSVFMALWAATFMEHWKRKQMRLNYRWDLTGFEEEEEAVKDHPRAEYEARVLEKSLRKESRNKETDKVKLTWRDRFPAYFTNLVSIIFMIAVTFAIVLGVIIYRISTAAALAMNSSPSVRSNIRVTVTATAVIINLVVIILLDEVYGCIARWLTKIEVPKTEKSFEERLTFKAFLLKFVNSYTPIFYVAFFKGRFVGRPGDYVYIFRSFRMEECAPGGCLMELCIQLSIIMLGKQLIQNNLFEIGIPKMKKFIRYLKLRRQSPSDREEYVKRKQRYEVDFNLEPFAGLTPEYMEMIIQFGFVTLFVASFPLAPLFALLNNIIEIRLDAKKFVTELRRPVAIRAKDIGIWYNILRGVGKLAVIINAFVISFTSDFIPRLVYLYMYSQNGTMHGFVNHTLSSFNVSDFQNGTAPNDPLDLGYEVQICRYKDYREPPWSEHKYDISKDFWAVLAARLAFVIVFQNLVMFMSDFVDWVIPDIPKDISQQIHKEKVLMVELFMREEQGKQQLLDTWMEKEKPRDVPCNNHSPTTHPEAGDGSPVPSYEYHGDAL
hERG protect: shields human hERG channel from block by proarrhythmic agents | AID 1511 | CHO-hERG, FluxOR thallium flux, dofetilide IC70 present | activation (rescue from dofetilide block), less the hit threshold, % at 10 µM | 0.51% of 310,000 active | Q12809;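 active = activation above the mean of controls blocked by dofetilide plus 5 SD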;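 also: thallium influx through hERG after potassium depolarization seen as dye fluorescence rise; in these data hits start at about 4.7%; inactives centre near -7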
RGS4 block: human RGS4 inhibition. AID 463165. P49798. B-score at 10 µM. HEK293 M3R/RGS4 inducible, Fluo-4 calcium flux; hits give high values; triggered by carbachol at its EC20. 0.45% of 310,000 active;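 active = B-score, a plate-corrected calcium signal, over three deviations above library mean, with baseline fluorescence within five deviations of library mean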;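 also: RGS4 expression induced by doxycycline in cells with stable M3 receptor; B-score is computed from the integrated fluorescence ratio over baseline after carbachol; higher B-score means a larger calcium signal and so more RGS4 inhibition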
MrgX1 PAM: human MrgX1 positive allosteric modulation, primary screen; Q96LB2; MrgX1-HEK293, Fluo-4 calcium flux, FDSS; hits give high values; B-score at 10 µM; 0.63% of 310,000 active; AID 588675;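 active = plate-corrected calcium response at least 3 library SD above typical, normal starting fluorescence, not activating the receptor alone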;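 also: compound read alongside a low EC10 to EC30 dose of BAM8-22 agonist; peak minus trough fluorescence over baseline measured at the second addition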
KCNQ1 pot: potentiates or activates the human KCNQ1 potassium channel; P51787; CHO-K1 KCNQ1, thallium flux FluxOR fluorescence; hits give high values; B-score at 10 µM; 0.35% of 310,000 active; AID 2648;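 active = fluorescence ratio B-score, a plate-corrected score, at least three library SD, with initial intensity B-score within 5 SD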
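Material: CHO-K1 cells stably expressing KCNQ1. Medium: assay buffer for compound exposure, DMSO matched across wells. Reagent: K+/Tl+ depolarizing stimulus. Compound dosing: single-concentration screen. Times: 37 °C overnight plating, 90-min dark dye load, 20-min compound pretreatment. Technique: FluxOR Tl+ flux fluorescence.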
MrgX1 ag: human MrgX1 receptor agonism, primary screen | Q96LB2 | MrgX1-HEK293 cells, Fluo-4 calcium fluorescence, agonist mode; hits give high values | B-score at 10 µM | 0.44% of 310,000 active | AID 588627;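 active = calcium response B-score plate-corrected fluorescence ratio at least 3 library SD, with starting fluorescence B-score inside 5 SD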
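Material – MrgX1-expressing HEK293 cells · Input – 15,000 cells seeded per well · Dosing – compound as first of three additions · Times – overnight seeding, then 1 h dark dye loading · Measured by – kinetic Fluo-4 NW fluorescence of intracellular calcium · Read-out – B-scored fluorescence response ratio · Benchmarks – positive and negative control wells on each plate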
ANO1 activ: activates or potentiates the mouse TMEM16A chloride channel; B-score at 10 µM; Q8BHY3; HEK293 TMEM16A/YFP-H148Q/I152L, iodide quench fluorescence; hits give low values; 0.3% of 340,000 active;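 active = fluorescence-ratio B-score plate-corrected deviation score at least 3 library SD below zero, with starting fluorescence score within 5 deviations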;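 also: channel opened by trigger with iodide after compound preincubation; score built on the fluorescence ratio of max minus min over baseline; more negative score means more quench and so TMEM16A activation or potentiation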
RGS4 act: potentiators or activators of RGS4. 0.92% of 310,000 active. HEK293 M3R/inducible RGS4, carbachol calcium flux Fluo4; hits give low values. B-score at 10 µM;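 active = B-score of the integrated calcium signal more than 4 SD below the library mean, with starting fluorescence not abnormally high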;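 also: negative B-score means reduced calcium response which marks RGS4 activation or potentiation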
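Detection: kinetic calcium fluorescence imaging with Fluo4-AM dye, 2 µM / Material: HEK293 cells with stable M3R and inducible RGS4 / Schedule: recording 10 s baseline at 1 Hz, 100 s post-agonist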
KCNK9 block: human KCNK9 channel inhibition. Q9NPC2. HEK293 KCNK9, FluxOR thallium flux fluorescence; hits give low values. B-score at 10 µM. 1.2% of 310,000 active;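 active = ratio B-score over 3 SD below the library mean, with starting fluorescence within 5 SD of its mean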;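 also: negative B-score means less thallium flux so channel inhibition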
KCNQ1 inh: blocks the human KCNQ1 potassium channel | P51787 | CHO-K1 KCNQ1, FluxOR thallium flux fluorescence; hits give high values | B-score at 10 µM | 1.3% of 310,000 active | AID 2642;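 active = compounds whose thallium flux B-score, printed positive for inhibition, exceeds three library SD while starting fluorescence stays within three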;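 also: channel opened by potassium depolarization with thallium stimulus after 20 min compound exposure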
KCNK3 block: human KCNK3 channel inhibition, primary screen. CHO-KCNK3 thallium flux, FluxOR fluorescence; hits give low values. B-score at 10 µM. 0.84% of 340,000 active;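 active = B-score under library mean minus 4 SD, starting fluorescence ratio at most library mean plus 5 SD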;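 also: more negative B-score means stronger inhibition of thallium flux through KCNK3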
Active calls of the source: *.

Screening COc1ccc(CCNC(=O)CSc2nc(-c3ccco3)cc(C(F)(F)F)n2)cc1 returned TMEM16A inh inactive, hERG protect -2, RGS4 block inactive, MrgX1 PAM inactive, KCNQ1 pot inactive, MrgX1 ag inactive, ANO1 activ inactive, RGS4 act inactive, KCNK9 block inactive, KCNQ1 inh inactive and KCNK3 block inactive.
COC(=O)c1nnn(Cc2ccccc2)c1N was read as TMEM16A inh inactive, hERG protect -9, RGS4 block inactive, MrgX1 PAM inactive, KCNQ1 pot inactive, MrgX1 ag inactive, ANO1 activ inactive, RGS4 act inactive, KCNK9 block inactive, KCNQ1 inh inactive and KCNK3 block inactive.
For Cc1ccc(-c2nn3c(C)nnc3s2)cc1NC(=O)c1ccc(OC(C)C)cc1 the results were TMEM16A inh inactive, hERG protect -12, RGS4 block inactive, MrgX1 PAM inactive, KCNQ1 pot inactive, MrgX1 ag inactive, ANO1 activ inactive, RGS4 act inactive, KCNK9 block inactive, KCNQ1 inh inactive and KCNK3 block inactive.
`OCCNc1nc(Nc2ccccc2Cl)nc(N2CCCC2)n1` gave TMEM16A inh inactive, hERG protect -10, RGS4 block inactive, MrgX1 PAM inactive, KCNQ1 pot inactive, MrgX1 ag inactive, ANO1 activ inactive, RGS4 act inactive, KCNK9 block inactive, KCNQ1 inh inactive and KCNK3 block inactive.
For COc1ccc(CN2C(=O)N(c3ccccc3)C(=O)C2CC(=O)Nc2ccccc2)cc1OC (stereo not drawn) the results were TMEM16A inh inactive, hERG protect -9, RGS4 block inactive, MrgX1 PAM inactive, KCNQ1 pot inactive, MrgX1 ag inactive, ANO1 activ inactive, RGS4 act inactive, KCNK9 block inactive, KCNQ1 inh inactive and KCNK3 block inactive.
COc1cccc(Sc2nc(-c3ccccc3)ncc2S(C)(=O)=O)c1 was read as TMEM16A inh inactive, hERG protect -5, RGS4 block inactive, MrgX1 PAM inactive, KCNQ1 pot inactive, MrgX1 ag inactive, ANO1 activ inactive, RGS4 act inactive, KCNK9 block inactive, KCNQ1 inh inactive and KCNK3 block inactive.
CCCCN(NC(C)=O)c1nc(Cl)nc(NC(C)C)n1 was read as TMEM16A inh inactive, hERG protect -2, RGS4 block inactive, MrgX1 PAM inactive, KCNQ1 pot inactive, MrgX1 ag inactive, ANO1 activ inactive, RGS4 act inactive, KCNK9 block inactive, KCNQ1 inh inactive and KCNK3 block inactive.
For Cc1cc(C)cc(NS(=O)(=O)c2ccc3oc(=O)ccc3c2)c1 the results were TMEM16A inh inactive, hERG protect -14, RGS4 block inactive, MrgX1 PAM inactive, KCNQ1 pot inactive, MrgX1 ag inactive, ANO1 activ inactive, RGS4 act inactive, KCNK9 block inactive, KCNQ1 inh inactive and KCNK3 block inactive.
For CCN(CC)C(=O)CC1(c2ccccc2OC)CCOC(C(C)C)C1 (stereo not drawn) the results were TMEM16A inh inactive, hERG protect -11, RGS4 block inactive, MrgX1 PAM inactive, KCNQ1 pot inactive, MrgX1 ag inactive, ANO1 activ inactive, RGS4 act inactive, KCNK9 block -8.7*, KCNQ1 inh inactive and KCNK3 block inactive.
Screening CCOC(=O)c1cccc(NC(=O)c2cccs2)c1 returned TMEM16A inh inactive, hERG protect -9, RGS4 block inactive, MrgX1 PAM inactive, KCNQ1 pot inactive, MrgX1 ag inactive, ANO1 activ inactive, RGS4 act inactive, KCNK9 block inactive, KCNQ1 inh inactive and KCNK3 block inactive.
Screening COc1ccc(OC)c(N=Cc2c(O)[nH]c3ccccc23)c1 returned TMEM16A inh inactive, hERG protect 0, RGS4 block inactive, MrgX1 PAM inactive, KCNQ1 pot inactive, MrgX1 ag inactive, ANO1 activ inactive, RGS4 act inactive, KCNK9 block inactive, KCNQ1 inh inactive and KCNK3 block inactive.
`COc1ccccc1N1CCN(CC(O)COCc2cccs2)CC1` (stereo not drawn) gave TMEM16A inh inactive, hERG protect -7, RGS4 block inactive, MrgX1 PAM inactive, KCNQ1 pot inactive, MrgX1 ag inactive, ANO1 activ inactive, RGS4 act inactive, KCNK9 block inactive, KCNQ1 inh inactive and KCNK3 block inactive.
Screening O=C(COC(=O)c1ccc2c(c1)OCCO2)Nc1cccc(S(=O)(=O)N2CCOCC2)c1 returned TMEM16A inh inactive, hERG protect -3, RGS4 block inactive, MrgX1 PAM inactive, KCNQ1 pot inactive, MrgX1 ag inactive, ANO1 activ inactive, RGS4 act inactive, KCNK9 block inactive, KCNQ1 inh inactive and KCNK3 block inactive.
Screening CCOc1cc(/C=C2/C(=N)N3N=C(CC)SC3=NC2=O)ccc1OC(=O)c1ccco1 returned TMEM16A inh inactive, hERG protect -5, RGS4 block inactive, MrgX1 PAM inactive, KCNQ1 pot inactive, MrgX1 ag 34*, ANO1 activ inactive, RGS4 act inactive, KCNK9 block inactive, KCNQ1 inh inactive and KCNK3 block inactive.
CCOC(=O)C1CCc2nc3ccccc3c(=O)n21 (stereo not drawn) was read as TMEM16A inh inactive, hERG protect -6, RGS4 block inactive, MrgX1 PAM inactive, KCNQ1 pot inactive, MrgX1 ag inactive, ANO1 activ inactive, RGS4 act inactive, KCNK9 block inactive, KCNQ1 inh inactive and KCNK3 block inactive.
Screening Cc1onc(-c2ccccc2Cl)c1C(=O)OCC(=O)Nc1ccc2c(c1)OCO2 returned TMEM16A inh inactive, hERG protect -11, RGS4 block inactive, MrgX1 PAM inactive, KCNQ1 pot inactive, MrgX1 ag inactive, ANO1 activ inactive, RGS4 act inactive, KCNK9 block inactive, KCNQ1 inh inactive and KCNK3 block inactive.
Cc1sc(=NC(=O)c2ccco2)n(C)c1-c1ccccc1 was read as TMEM16A inh inactive, hERG protect -3, RGS4 block inactive, MrgX1 PAM inactive, KCNQ1 pot inactive, MrgX1 ag inactive, ANO1 activ inactive, RGS4 act inactive, KCNK9 block inactive, KCNQ1 inh inactive and KCNK3 block inactive.
NS(=O)(=O)c1ccc(CNC(=O)c2cc(-c3ccccc3)nc3ccccc23)cc1 was read as TMEM16A inh inactive, hERG protect -8, RGS4 block inactive, MrgX1 PAM inactive, KCNQ1 pot inactive, MrgX1 ag inactive, ANO1 activ inactive, RGS4 act inactive, KCNK9 block inactive, KCNQ1 inh inactive and KCNK3 block inactive.
For COc1ccc(NC(=O)CSc2nc3scc(C)c3c(=O)[nH]2)cc1 the results were TMEM16A inh inactive, hERG protect -4, RGS4 block inactive, MrgX1 PAM inactive, KCNQ1 pot inactive, MrgX1 ag inactive, ANO1 activ inactive, RGS4 act inactive, KCNK9 block inactive, KCNQ1 inh inactive and KCNK3 block inactive.
Screening COc1ccc(NC(=O)C(NC(=O)c2ccc(=O)[nH]c2)c2ccc(OC)cc2)cc1 (stereo not drawn) returned TMEM16A inh inactive, hERG protect -6, RGS4 block inactive, MrgX1 PAM inactive, KCNQ1 pot inactive, MrgX1 ag inactive, ANO1 activ inactive, RGS4 act inactive, KCNK9 block inactive, KCNQ1 inh inactive and KCNK3 block inactive.
O=C(c1ccccc1Br)N1CCn2c1nc1ccccc12 was read as TMEM16A inh inactive, hERG protect 1, RGS4 block inactive, MrgX1 PAM inactive, KCNQ1 pot inactive, MrgX1 ag inactive, ANO1 activ inactive, RGS4 act inactive, KCNK9 block inactive, KCNQ1 inh inactive and KCNK3 block inactive.
`COc1ccc(-c2cc3c(=O)n(CC(=O)NCCCc4ccccc4)ncn3n2)cc1` gave TMEM16A inh inactive, hERG protect -8, RGS4 block inactive, MrgX1 PAM inactive, KCNQ1 pot inactive, MrgX1 ag inactive, ANO1 activ inactive, RGS4 act inactive, KCNK9 block inactive, KCNQ1 inh inactive and KCNK3 block inactive.
`OCC[C@H]1C[C@@H](O)[C@H](O)[C@]2(CCCO2)O1` gave TMEM16A inh inactive, hERG protect 1, RGS4 block inactive, MrgX1 PAM inactive, KCNQ1 pot inactive, MrgX1 ag inactive, ANO1 activ inactive, RGS4 act inactive, KCNK9 block inactive, KCNQ1 inh inactive and KCNK3 block inactive.
For O=C(CSc1nc2ccccc2c(=O)n1Cc1ccco1)NCCN1C(=O)CSC1=O the results were TMEM16A inh inactive, hERG protect -5, RGS4 block inactive, MrgX1 PAM inactive, KCNQ1 pot inactive, MrgX1 ag inactive, ANO1 activ inactive, RGS4 act inactive, KCNK9 block inactive, KCNQ1 inh inactive and KCNK3 block inactive.
CC(=NCCCNC1CCCCC1)C1=C(O)CC(C)(C)CC1=O was read as TMEM16A inh inactive, hERG protect -4, RGS4 block inactive, MrgX1 PAM inactive, KCNQ1 pot inactive, MrgX1 ag inactive, ANO1 activ inactive, RGS4 act inactive, KCNK9 block inactive, KCNQ1 inh inactive and KCNK3 block inactive.
For COc1ccccc1-n1c(CNC(=O)COc2ccccc2)n[nH]c1=S the results were TMEM16A inh inactive, hERG protect 0, RGS4 block inactive, MrgX1 PAM inactive, KCNQ1 pot inactive, MrgX1 ag inactive, ANO1 activ inactive, RGS4 act inactive, KCNK9 block inactive, KCNQ1 inh inactive and KCNK3 block inactive.
For COc1ccc(N2CCN(S(=O)(=O)c3cc4c5c(c3)C(C)C(=O)N5CCC4)CC2)cc1 (stereo not drawn) the results were TMEM16A inh inactive, hERG protect -8, RGS4 block inactive, MrgX1 PAM inactive, KCNQ1 pot inactive, MrgX1 ag inactive, ANO1 activ inactive, RGS4 act inactive, KCNK9 block inactive, KCNQ1 inh inactive and KCNK3 block inactive.
For CC(=O)N(C(C)=O)c1nc2nc(C)cc(C)n2n1 the results were TMEM16A inh inactive, hERG protect -9, RGS4 block inactive, MrgX1 PAM inactive, KCNQ1 pot inactive, MrgX1 ag inactive, ANO1 activ inactive, RGS4 act inactive, KCNK9 block inactive, KCNQ1 inh inactive and KCNK3 block inactive.
For O=C(NCc1ccccc1C(F)(F)F)C1CC(c2cccc(F)c2)=NO1 (stereo not drawn) the results were TMEM16A inh inactive, hERG protect -5, RGS4 block inactive, MrgX1 PAM inactive, KCNQ1 pot inactive, MrgX1 ag inactive, ANO1 activ inactive, RGS4 act inactive, KCNK9 block inactive, KCNQ1 inh inactive and KCNK3 block inactive.
Screening CCc1c(-c2ccccc2)nc2sc3c(c2c1N)CCCC3 returned TMEM16A inh inactive, hERG protect 0, RGS4 block inactive, MrgX1 PAM inactive, KCNQ1 pot inactive, MrgX1 ag inactive, ANO1 activ inactive, RGS4 act inactive, KCNK9 block inactive, KCNQ1 inh inactive and KCNK3 block inactive.

Rows are unselected; 6.3% or so of the library scored in one or more.
